TWEAK Fn14 block: TWEAK-Fn14 signaling inhibition. TWEAK-stimulated Fn14 reporter cells, luciferase luminescence, 8 h. inhibition, % at 10 µM. 360,000 compounds, 2% hits. AID 1159606; in the data active = inhibition above about 50%
LMP1 NFkB inh: Epstein-Barr LMP1 NF-kappaB reporter inhibition; LMP1-induced NF-kappaB luciferase reporter cells, luminescence; inhibition, % at 12.5 µM; 350,000 compounds, 0.69% hits; in the data active = inhibition above about 41%;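 note: 0% = neutral control wells and 100% = reference inhibitor control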
NCOA1 inh: inhibits human SRC1 coactivator; Q15788; HEK293 GAL4-SRC1 luciferase reporter, luminescence; inhibition, % at 3.6 µM; 360,000 compounds, 0.12% hits;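 active = inhibition above the campaign mean plus 3 SD, with each screening campaign given its own cutoff, cut at about 60% in these data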;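 note: 0% = DMSO treated cells and 100% = gossypol at 36 µM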
SRC3 inh: inhibits human SRC3 coactivator | AID 588352 | HEK293 GAL4-SRC3 luciferase reporter, luminescence | Q9Y6Q9 | inhibition, % at 3.6 µM | 360,000 compounds, 0.17% hits;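 active = inhibition above a per-campaign cutoff, the mean of all compounds plus 3 SD, cut at about 60% in these data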;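 note: 0% = DMSO-treated cells and 100% = gossypol-treated cells at 36 µM; higher means less SRC3-driven luciferase light from the GAL4 reporter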
Target sequence (Q9Y6Q9 whole entry, looked up, the tested form may be a part): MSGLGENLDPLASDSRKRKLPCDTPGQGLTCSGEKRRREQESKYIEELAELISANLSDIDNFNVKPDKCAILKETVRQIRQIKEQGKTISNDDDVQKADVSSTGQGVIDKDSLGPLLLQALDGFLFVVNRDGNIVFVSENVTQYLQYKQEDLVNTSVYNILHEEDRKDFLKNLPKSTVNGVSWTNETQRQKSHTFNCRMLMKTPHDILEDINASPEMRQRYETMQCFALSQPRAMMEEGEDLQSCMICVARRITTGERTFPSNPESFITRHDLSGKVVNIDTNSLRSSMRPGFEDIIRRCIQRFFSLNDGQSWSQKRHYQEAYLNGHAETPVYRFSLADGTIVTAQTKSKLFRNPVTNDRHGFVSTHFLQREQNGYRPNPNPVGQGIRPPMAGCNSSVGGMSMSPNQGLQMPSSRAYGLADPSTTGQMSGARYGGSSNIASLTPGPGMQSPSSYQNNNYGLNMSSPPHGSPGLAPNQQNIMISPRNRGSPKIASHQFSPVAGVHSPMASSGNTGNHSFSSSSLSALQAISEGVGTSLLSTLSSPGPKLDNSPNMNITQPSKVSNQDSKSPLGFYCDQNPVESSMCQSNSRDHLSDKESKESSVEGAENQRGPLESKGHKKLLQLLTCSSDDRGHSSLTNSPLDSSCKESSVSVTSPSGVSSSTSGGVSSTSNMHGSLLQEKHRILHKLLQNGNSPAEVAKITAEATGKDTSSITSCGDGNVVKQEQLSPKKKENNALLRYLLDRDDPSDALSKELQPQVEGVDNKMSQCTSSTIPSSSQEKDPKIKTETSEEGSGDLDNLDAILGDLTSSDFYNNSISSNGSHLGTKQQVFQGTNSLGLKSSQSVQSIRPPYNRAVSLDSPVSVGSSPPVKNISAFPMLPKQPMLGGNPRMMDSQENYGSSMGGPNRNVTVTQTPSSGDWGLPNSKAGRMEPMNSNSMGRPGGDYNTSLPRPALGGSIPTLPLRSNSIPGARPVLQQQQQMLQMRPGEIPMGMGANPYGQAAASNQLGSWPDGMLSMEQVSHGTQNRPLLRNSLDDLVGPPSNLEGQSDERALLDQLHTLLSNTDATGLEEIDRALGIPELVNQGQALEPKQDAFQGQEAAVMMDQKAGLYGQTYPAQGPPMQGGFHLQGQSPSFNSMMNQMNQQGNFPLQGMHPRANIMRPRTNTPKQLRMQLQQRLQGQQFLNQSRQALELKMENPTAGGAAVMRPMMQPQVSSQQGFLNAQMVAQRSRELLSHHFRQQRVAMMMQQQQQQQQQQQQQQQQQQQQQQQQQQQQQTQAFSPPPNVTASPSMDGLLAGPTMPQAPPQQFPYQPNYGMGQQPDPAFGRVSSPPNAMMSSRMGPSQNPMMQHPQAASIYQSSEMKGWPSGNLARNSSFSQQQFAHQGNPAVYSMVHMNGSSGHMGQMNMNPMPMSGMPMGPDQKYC
C8 TRAIL sens: sensitizes caspase-8 expressing cells to TRAIL | NB7+C8 cells + TRAIL, ATPlite viability luminescence | inhibition (viability loss, TRAIL sensitization), % at 10 µM | 360,000 compounds, 1% hits | AID 624354;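 active = compounds causing at least 50% loss of cell viability in the single-dose screen, relative to plate controls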
TROY NFkB inh: inhibitors of TROY-dependent NF-kB signaling; Q293 LMP1-TROYcd NF-kB luciferase reporter, 4 h; AID 1347056; 360,000 compounds, 0.98% hits; inhibition, % at 10 µM;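 active = compounds whose plate-normalised and pattern-corrected inhibition of the luciferase reporter signal at the single screening dose is 50% or more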
NR2F2 inh: NR2F2 (human) inhibition, primary screen | 370,000 compounds, 0.7% hits | P24468 | AID 686940 | inhibition, % at 8.6 µM | HEK293T NGFI-A luciferase reporter, luminescence;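 active = inhibition above a per-plate cutoff, mean inhibition of test wells between control levels plus 3 SD, cut at about 38% in these data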;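 note: cells cotransfected with COUP-TFII expression vector driving the NGFI-A reporter; 0% = median of COUP-TF2 test wells and 100% = reporter-only cells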
NCOA2 inhibitor: inhibits human steroid receptor coactivator 2 | inhibition, % at 9 µM | Q15596 | HEK293 GAL4-SRC2 luciferase reporter, luminescence | 370,000 compounds, 0.17% hits;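 active = inhibition above the mean inhibition of all tested compounds plus 3 SD, set per campaign, cut at about 52% in these data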;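 note: 0% = DMSO treated cells and 100% = cells given Gossypol at 36 µM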
NOD2 RIPK2 PPI: inhibitors of human NOD2-RIPK2 interaction; O43353; CHO BLA complementation NOD2-RIPK2, CCF4 ratio; inhibition, % at 4.98 µM; 360,000 compounds, 0.38% hits; AID 624267; in the data active = inhibition above about 21%;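 note: 0% = vehicle only and 100% = reference blocker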
TLR9-MyD88 block: inhibitors of human TLR9-MyD88 binding | AID 504734 | 340,000 compounds, 0.21% hits | Q9NR96+Q99836 | inhibition, % at 4.98 µM | CHO BLA complementation TLR9-MyD88, CCF4 FRET ratio;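 active = inhibition above the mean over all tested compounds plus 3 SD, cut at about 21% in these data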;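 note: 0% = DMSO only wells and 100% = clavulanate BLA inhibitor control wells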
NR5A2 inv ag: inverse agonists of human LRH-1 (NR5A2). O00482. HEK293T StAR-luciferase reporter, LRH-1 transfected, 24 h. inhibition, % at 3.6 µM. 360,000 compounds, 0.13% hits. AID 602396;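 active = inhibition above the mean inhibition of all tested compounds plus 3 SD, cut at about 73% in these data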;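 note: 0% = DMSO wells and 100% = reporter-only cells lacking LRH-1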
* marks the source's active call; other numbers are inactive results; · = no result given. These rows are one share of the data; the hit share may differ from the screen's.

no.	SMILES	TWEAK Fn14 block	LMP1 NFkB inh	NCOA1 inh	SRC3 inh	C8 TRAIL sens	TROY NFkB inh	NR2F2 inh	NCOA2 inhibitor	NOD2 RIPK2 PPI	TLR9-MyD88 block	NR5A2 inv ag
1	CC(C)CCNC(=O)C(c1ccco1)N(Cc1cccs1)C(=O)Cn1nnc2ccccc21 (configuration not stated)	14	-8	-2	-5	-5	-1	3	-23	4	10	-10
2	CCCCNCCCOc1cccc(Cl)c1	-3	-16	7	-25	-7	5	-6	-2	0	-8	7
3	COc1ccc(C(=O)CCC(=O)O)cc1	-13	-3	6	11	5	3	-3	-5	-6	-11	2
4	c1cc2c3c(cccc3c1)-c1cnccc1-2	-18	5	3	-11	5	-29	-4	14	-8	-3	-15
5	O=S(=O)(O)c1cccc(N=Nc2c(O)ccc3ccccc23)c1	-3	11	13	16	5	3	-17	13	1	0	-7
6	CC1=C(C(=O)N(C(C)C)C(C)C)CC(CC(=O)NC2CCCCC2)C(=O)N1Cc1ccccc1 (configuration not stated)	7	1	-19	6	-20	-7	14	-22	2	-5	19
7	Cc1ccc(C(C(=O)NCc2ccc(F)cc2)N(C(=O)c2csnn2)C2CC2)o1 (configuration not stated)	12	9	-9	-4	-11	9	-3	-10	6	-6	11
8	O=C(N[C@H]1c2ccccc2C[C@H]1O)[C@H]1O[C@@H](n2ccc(=O)[nH]c2=O)[C@H](O)[C@@H]1O	9	·	25	22	-7	0	-3	-1	2	·	-12
9	CNC(=O)CSc1nc2nc(C)cc(C)n2n1	-10	-4	-11	11	3	6	3	0	-8	5	12
10	O=S(=O)(c1cccc2nsnc12)N1CCc2ccccc2C1	-8	-7	1	6	-12	1	9	18	-2	-8	10
11	S=C(NCc1ccncc1)Nc1ccc(Cl)cc1Cl	5	7	5	13	0	2	10	-13	6	4	-6
12	CCCCN(C=O)c1c(CC)nc2c(OCc3ccc(Cl)cc3Cl)cccn12	-6	·	-22	3	-2	24	18	-4	7	·	15
13	O=C(NN1C(=O)C2C3CCC(O3)C2C1=O)c1ccc(Br)o1 (configuration not stated)	-5	-15	-8	18	-2	-18	-8	-12	3	-10	9
14	O=C(O)C1C2C=CC3(CN(Cc4ccccn4)C(=O)C13)O2 (configuration not stated)	-12	4	-8	0	-17	-4	-4	-1	-10	-2	-7
15	O=C(COC(=O)c1cc(Cl)ccc1O)NNC(=O)c1ccccc1F	-3	4	6	12	-22	-15	-2	28	-3	-7	1
16	O=C(Nc1ccc(Cl)cc1)c1cc2nc(-c3ccco3)cc(C(F)(F)F)n2n1	-17	6	-6	5	20	-32	-5	-15	7	-1	-9
17	NC(=O)C1CCN(CC(=O)Nc2ccccc2N2CCOCC2)CC1	-6	0	14	15	-1	3	-4	15	1	-2	0
18	COc1ccc(NCc2nnc(SCC(=O)Nc3ccccc3OC)o2)cc1	7	-41	6	11	-9	-9	3	-18	-3	-1	-13
19	COc1ccc(-n2c(Cc3cccn3C)nnc2SCC(=O)Nc2ccc3c(c2)OCCO3)cc1	24	-3	-3	-22	-7	-1	22	20	-8	-12	-4
20	CC(C)(C)S(=O)N1Cc2cc(CO)cc(CCO)c2[C@H]1CCO (some centres not stated)	11	-6	-1	-4	-9	-15	10	-14	-13	5	-7
21	CC(=O)Nc1cc(C)c2nc(NC(C)=O)sc2c1	9	-4	-36	-31	1	-59	-41	-40	-10	2	-31
22	O=C(NCCc1ccccc1)c1ccc(S(=O)(=O)N2CCCCC2)cc1	12	-17	-30	-4	-10	-36	-7	-28	-11	8	-24
23	Nc1ccc(-n2ccnc2)cc1	19	-22	0	13	-10	-4	-7	8	-11	0	20
24	O=C(Oc1ccc(/C=N/Nc2ccccc2)cc1)c1ccccc1	-9	-9	0	-6	5	-33	-6	5	-1	-4	0
25	CCN(CC(=O)NC(=O)NCc1ccco1)Cc1ccccc1	6	-16	-4	14	-14	-15	-3	3	-6	7	3
26	CCCn1c(CN(C)Cc2ccccc2)nc2c1c(=O)n(C)c(=O)n2C	14	10	10	-1	16	24	24	18	4	-13	9
27	COC(=O)[C@]12CCCCC=C1N(CCC1=CCCCC1)C(=O)[C@H](CC(=O)N1CCC(c3ccccc3)CC1)C2	24	·	·	·	4	17	13	-27	-4	·	11
28	C[C@@H]1CN([C@@H](C)CO)C(=O)c2c(c3ccccc3n2C)-c2ccccc2CO[C@H]1CN(C)C(=O)[C@H](C)c1ccccc1	14	13	-43	12	12	11	-2	-17	-5	6	3
29	N#CCCN(Cc1ccccc1)C(=S)Nc1ccc(F)cc1	5	-31	10	10	-1	-4	2	-4	-16	·	4
30	Nc1cc(=O)[nH]c(SCCSc2ccccc2F)n1	-10	3	4	-6	-1	-37	-7	-29	-7	-1	5
31	Cc1ccc(S(=O)(=O)N2CCOCC2)cc1NC(=O)Nc1ccc([N+](=O)[O-])cc1	-1	1	12	5	3	-10	10	-10	-3	-5	15
32	O=C(CN1CCN(C(=O)c2cc(C3CC3)nn2-c2ccccc2)CC1)Nc1ccc(F)cc1	-32	-6	10	-17	0	8	7	-37	-11	-4	-2
33	COc1ccccc1-c1csc(Nc2ccc(Oc3ccccc3)cc2)n1	-5	·	-17	-14	-8	-3	12	3	-8	·	-41
34	COC(=O)/C(=C/Nc1cccc2ccccc12)[N+](=O)[O-]	9	6	-46	-8	-2	23	4	-17	-3	-1	-7
35	CCCNC(=O)C1CCN(c2cc(-c3ccccc3)nc3ncnn23)CC1	7	-3	-28	-7	5	13	15	9	3	6	8
36	Cc1cccc2nc(C(=O)Nc3cccc(C(=O)NC4CC4)c3)cn12	-15	-12	-41	-58	37	-41	-16	-23	1	-15	-67
37	COc1ccc(-n2c(SCC#N)nnc2-c2ccc(NS(=O)(=O)c3ccc(C)cc3)cc2)cc1	9	-5	4	13	-16	15	·	·	0	5	22
38	CS(=O)(=O)N1CCN(C2Cc3ccccc3C2)CC1	-15	1	-11	-7	2	9	9	-12	7	3	-7
39	Cc1cnc(CN(C)C(=O)c2ccc3oc(Cc4ccc(Cl)cc4)nc3c2)[nH]1	-14	0	12	-20	-14	-9	14	-22	1	4	-2
40	C=CCNC(=O)/C(=C\C=C\c1ccccc1)NC(=O)c1ccc(OCCCC)cc1	6	0	-20	17	-3	-18	7	-23	2	7	12
41	CC1CC(C)CN(c2nc3c(c(=O)n(C)c(=O)n3C)n2CCSc2ncccn2)C1 (configuration not stated)	-14	5	3	-33	-7	2	13	-40	2	-7	9
42	Cc1cc(C)cc(NC(=O)Nc2ccc3c(c2)CCC3)c1	-24	-3	-9	13	-2	-50	-21	-6	-16	-2	-13
43	CCOC(=O)/C(=C\c1ccc(OC(F)F)cc1)C1=Nn2c(nnc2-c2ccc(Cl)cc2)SC1	105*	-10	24	15	94*	90*	·	·	-6	0	21
44	N#Cc1c(N)n(CCOC(=O)c2cccc([N+](=O)[O-])c2)c2nc3ccccc3nc12	-7	0	-7	14	-3	23	0	18	-14	-12	28
45	CCC(=O)N1Cc2cc(C(=O)NCC(F)(F)F)nc(-c3cccc(-c4cncnc4)c3)c2[C@H]1CCO	-6	·	·	·	-1	-9	9	4	-3	·	-2
46	CS(=O)(=O)c1ccc(C(=O)NC2CCCCC2)cc1	-2	-2	0	9	-11	0	-19	-4	-10	1	-10
47	COc1ccccc1CNC(=O)c1cccc(S(=O)(=O)N(C)c2ccccc2)c1	-1	-13	8	21	-12	7	5	4	-12	2	8
48	CCS(=O)(=O)c1ccc2c(c1)NC(=O)C(CCO)O2 (configuration not stated)	-6	4	-17	-13	-5	-16	7	-8	9	7	5
49	COC(=O)c1ccc(-c2ccc(OC)c([C@H]3[C@H]4C=CC[C@@H](C)[C@@H]4C(=O)N3Cc3ccccc3)c2)cc1	-17	10	7	-9	17	8	11	-17	1	-1	16
50	Cn1c(/C=C/c2ccc(Br)cc2)nc2ccccc2c1=O	-16	-60	-37	-35	15	-54	-19	-42	8	-1	-44
51	CCOCCn1c(COc2ccc(C)cc2)nc2ccccc21	-45	-20	-48	-26	22	-91	-27	-16	6	-1	-82
52	CC(C)C(=O)Nc1sc2c(c1C#N)CCCCC2	8	-7	-34	-27	-12	10	-19	-24	-1	-9	14
53	CCNC(=O)C1(C)CCN(C(=O)c2cccc(C#N)c2)C1 (configuration not stated)	-10	·	-4	6	-10	0	-17	-11	-5	·	-6
54	O=c1[nH]c(CN2CCN(C/C=C/c3ccccc3)CC2)nc2cc(Cl)ccc12	15	5	-11	23	-4	8	0	-23	-5	-11	3
55	O=S(=O)(c1cccs1)N1CCc2ccccc21	3	-3	-8	15	3	6	6	10	5	-5	-10
56	COc1ccccc1NC(=O)Cn1c(=O)n(C)c(=O)c2sc3c(c21)COC(C)(C)C3	-9	8	-9	18	-6	18	13	-33	-6	0	22

(next part)
no.	SMILES	TWEAK Fn14 block	LMP1 NFkB inh	NCOA1 inh	SRC3 inh	C8 TRAIL sens	TROY NFkB inh	NR2F2 inh	NCOA2 inhibitor	NOD2 RIPK2 PPI	TLR9-MyD88 block	NR5A2 inv ag
57	O=C(CCC(=O)Nc1ccc(F)cc1)N/N=C/c1cccnc1	-33	-3	-9	13	-6	-20	2	-10	-8	-5	1
58	O=C(CNC(=O)c1ccccc1F)OC1CCOC1=O (configuration not stated)	-10	-2	2	16	-15	-5	2	0	-7	-5	-8
59	COC(=O)c1ccccc1NC(=O)CCCCCn1nnc2ccccc2c1=O	-8	-12	-2	-1	1	-1	1	-9	-9	-2	10
60	O=c1[nH]cc(F)c(=O)n1C1OC(CO)C(O)C1O (configuration not stated)	-7	·	·	·	11	1	-4	-17	-12	·	-22
61	COC(=O)N/N=C/c1ccc(-c2cc(Cl)ccc2Cl)o1	-12	6	2	11	15	-46	-13	-3	4	-3	0
62	O=C(N[C@@H](Cc1c[nH]c2ccccc12)C(=O)O)OCC1c2ccccc2-c2ccccc21	16	-2	-21	-20	-23	-10	4	-22	-46	-6	14
63	COc1ccc(S(=O)(=O)Nc2ccc3oc4ncccc4c(=O)c3c2)cc1OC	25	6	7	-4	31	0	4	-18	-4	-3	17
64	C=CCNc1ncnc2c1ncn2[C@H]1CN(Cc2ccccc2)C[C@@H](COC(C)=O)O1	-21	·	11	12	-21	8	2	13	-18	·	10
65	Cc1ccc(S(=O)(=O)N2CCCCCC2)cc1C(=O)Nc1cccnc1	-4	-1	1	11	12	-13	-8	13	-3	-4	0
66	Cc1ccc(S(=O)(=O)NNc2nc3ccccc3nc2C(F)(F)F)cc1	-1	2	3	5	-3	10	6	5	-3	-6	8
67	Cc1ccc(-c2nnn(CC(=O)N(Cc3ccco3)C(C(=O)NC(C)(C)C)c3cccs3)n2)o1 (configuration not stated)	7	-4	8	9	-1	0	5	-7	5	-12	4
68	CC1CCCCC1NC(=O)COC(=O)c1ccc(S(=O)(=O)NCc2ccco2)cc1 (configuration not stated)	39	7	-10	11	0	8	4	1	2	4	7
69	O=C(COC(=O)CCC1CCCC1)Nc1cccc(S(=O)(=O)N2CCOCC2)c1	6	0	-20	-1	-8	2	-33	-2	-2	-8	9
